KinaseGlo FLuc: Kinase-Glo luciferase inhibition (counter-screen); Q27757; Kinase-Glo luciferase, ATP luminescence, 8 min; Potency, µM (titrated, usually from 38.3 µM), without a hit: at the top dose activity change, negative = inhibition, hits mostly inhibitors; 200,000 tested, 0.28% active; also: % is scaled to controls: 0 for no effect and ±100 for the full control effect; nearly all actives have a fitted effect of over 60% in size
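Kinase-Glo luciferase light output from ATP and luciferin was measured with 10 uM ATP, within the enzyme's linear range. Buffer: 50 mM imidazole pH 7.2, 50 mM KCl, 7 mM MgCl2, 0.01% Tween 20, 0.05% BSA; luminescence read after 8 min at ambient temperature.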
NPSR antag: blocks cAMP signaling of the human neuropeptide S receptor; Q6W5P4; CHO-NPSR cells, cAMP TR-FRET, antagonist mode; Potency, µM (series often up to 38.3 µM), for inactives: top-dose activity change, negative = inhibition, hits mostly inhibitors; 220,000 tested, 1% active; AID 1461; also: % is scaled to controls: 0 for no effect and ±100 for the full control effect; nearly all actives have a fitted effect of over 50% in size; many of its hits are not listed in these tables
RECQ1 inh: RECQ1 (human) helicase inhibition; P46063; RECQ1 DNA unwinding, red fluorescence kinetic read; Potency, µM (series often up to 57.3 µM), without a hit: top-dose activity, negative = inhibition, hits mostly inhibitors; 240,000 tested, 0.54% active; AID 2549;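 also: plate controls were vehicle for no effect and no enzyme for full effect; nearly all actives have a fitted effect of over 30% in size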
Target sequence (P46063 whole entry, looked up): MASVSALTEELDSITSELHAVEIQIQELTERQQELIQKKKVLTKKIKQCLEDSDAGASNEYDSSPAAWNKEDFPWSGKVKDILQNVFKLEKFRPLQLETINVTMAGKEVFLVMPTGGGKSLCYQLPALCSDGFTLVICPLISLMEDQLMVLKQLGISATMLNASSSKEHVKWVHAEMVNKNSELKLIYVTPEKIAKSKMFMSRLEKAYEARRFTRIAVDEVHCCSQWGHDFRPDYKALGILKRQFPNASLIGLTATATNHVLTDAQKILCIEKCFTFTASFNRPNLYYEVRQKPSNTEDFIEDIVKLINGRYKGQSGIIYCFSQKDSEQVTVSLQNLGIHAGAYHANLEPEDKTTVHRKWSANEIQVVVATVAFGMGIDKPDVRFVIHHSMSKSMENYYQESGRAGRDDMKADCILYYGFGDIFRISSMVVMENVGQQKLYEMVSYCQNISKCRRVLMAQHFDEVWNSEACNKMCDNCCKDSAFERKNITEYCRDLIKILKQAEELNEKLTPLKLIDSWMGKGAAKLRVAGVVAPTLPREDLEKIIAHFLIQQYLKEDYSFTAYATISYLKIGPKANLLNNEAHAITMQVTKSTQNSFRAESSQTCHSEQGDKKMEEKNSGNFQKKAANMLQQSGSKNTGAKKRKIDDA
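50 nM RECQ1T1 preincubated 15 min with compound in Tris pH 8.0 buffer with MgCl2, DTT, Tween-20 and 2.5 ug/ml poly(dI-dC); started with 200 nM TAMRA/BHQ-2 forked duplex and 2 mM ATP. Unwinding read as fluorescence (525/598 nm), two reads 2 h apart.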
IMPase Li inh: membrane-permeable IMPase blocker, potentiated with lithium; CHO-M1 cells, IP1 TR-FRET (IP-One), carbachol + lithium; Potency, µM (titrated, usually from 59.4 µM), for inactives: at the top dose activity, negative = IMPase inhibition, hits mostly inhibitors; 210,000 tested, 0.35% active; AID 1457;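 also: IP1 builds up when IMPase is blocked and the TR-FRET signal falls; plate controls were basal vehicle for no effect and high inhibitor control for full effect; nearly all actives have a fitted effect of over 50% in size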
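Readout is a homogeneous TR-FRET IP1 immunoassay (Ex 320, Em 665 and 620), where raised cytosolic IP1 lowers signal. Cells were CHO-M1 treated 30 min at 37C with test compounds plus a little lithium; AC50 values came from Hill-equation fitting.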
RGS12 GoLoco inh: RGS12 GoLoco-Gai1 interaction inhibition; P63096; Gai1:RGS12 GoLoco peptide FP, rhodamine, 10 min; Potency, µM (top dose mostly 61.6 µM), without a hit: top-dose activity, negative = inhibition, most hits filed as inhibitors; 230,000 tested, 0.44% active; AID 880; active = well fitted inhibition curve with a large enough effect, not every such curve was filed as active; inactive = no such curve, though single readings can be large or run the other way; also: % is scaled to controls: 0 for no effect and ±100 for the full control effect; nearly all actives have a fitted effect of over 30% in size; many of its hits are not listed in these tables
KDM4E inh: inhibitors of human JMJD2E histone demethylase; B2RXH2; Potency, µM (titrated, usually from 57.1 µM), inactives show top-dose activity change, negative = inhibition, hits mostly inhibitors; JMJD2E catalytic domain, FDH-coupled NADH fluorescence (FDH is formaldehyde dehydrogenase); 230,000 tested, 1.6% active; active = well fitted inhibition curve with a large enough effect, not every such curve was filed as active; inconclusive = small, poorly fitted or top-dose-only effect, or another doubt; inactive = no such curve, though single readings can be large or run the other way;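 also: 0% = wells with enzyme and -100% = buffer wells without enzyme; nearly all actives have a fitted effect of over 50% in size; many of its hits are not listed in these tables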
Target sequence (B2RXH2 1-337 limits assumed): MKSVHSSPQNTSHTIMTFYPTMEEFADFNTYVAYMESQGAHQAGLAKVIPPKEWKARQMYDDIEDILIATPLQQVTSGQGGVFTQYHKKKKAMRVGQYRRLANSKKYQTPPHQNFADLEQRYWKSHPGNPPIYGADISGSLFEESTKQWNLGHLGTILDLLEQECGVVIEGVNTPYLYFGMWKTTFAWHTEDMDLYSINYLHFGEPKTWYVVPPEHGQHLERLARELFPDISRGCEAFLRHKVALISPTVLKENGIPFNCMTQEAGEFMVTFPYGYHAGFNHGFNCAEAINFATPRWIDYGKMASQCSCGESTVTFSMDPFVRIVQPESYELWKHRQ
SMN2 splice enh: enhancers of SMN2 splice variant expression; HEK293 SMN2-luciferase splicing reporter, luminescence, 30-36 h; Potency, µM (series often up to 46.1 µM), for inactives: at the highest dose activity change, positive = activation, most hits filed as activators; 210,000 tested, 2.8% active; also: % of control where 0% means no effect; nearly all actives have a fitted effect of over 55% in size
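HEK293 cells carry an SMN2 minigene-luciferase reporter in which exon 7 inclusion puts luciferase in frame. Cells were seeded at 2000 cells/well, attached for 10-12 hours, then exposed to compounds for 30-36 hours at 37C before ONE-Glo luminescence.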
Epigenetic derep: regulators of epigenetic silencing causing reporter derepression in mouse cells | murine LDR cells, GFP reporter derepression, 30 h | 280,000 tested, 0.2% active | Potency, µM (top dose mostly 53.9 µM), inactives show at the highest dose GFP activation, actives largely listed as activators | AID 1865; also: % of control where 0% means no effect; nearly all actives have a fitted effect of over 60% in size
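GFP-positive cell count by laser-scanning cytometry (objects 20–120 um) after 30 h, 37 C compound exposure of murine LDR cells; reporter is CMV-GFP integrated at a silenced locus, inducible by HDAC or DNMT inhibitors.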
Starred values were filed as active, the others as inactive; i = inactive; ? = inconclusive; / = no result given; [ ] = remark or other dose. Unless noted, calls follow the shape of the dose curve; as a rule, active = well fitted curve in the direction sought with a large enough effect; inconclusive = small, poorly fitted or top-dose-only effect, or another doubt; inactive = no such curve, though single readings can be large; an effect the other way counts as inactive or inconclusive. Potency is read from the fitted curve at half-maximal effect.

SMILES	KinaseGlo FLuc	NPSR antag	RECQ1 inh	IMPase Li inh	RGS12 GoLoco inh	KDM4E inh	SMN2 splice enh	Epigenetic derep
O=[N+]([O-])c1ccc2c(c1)C(N1CCOCC1)/C(=C/C1(O)CCCCC1)O2 (stereo unspecified)	-3%	-5%	i	5%	5%	4%	-10%	4.5%
C=CCOc1ccc(C(=O)Nc2ccc(OCC)cc2)cc1	3%	13%	i	0%	5%	12%	?	-5.1%
C=CCSc1nnc2c(n1)OC(c1ccco1)Nc1ccccc1-2 (stereo unspecified)	1%	-9%	-11%	-7%	16%	19%	13%	1.9%
CCCCN(C)Cc1c(C)[nH]c2ccc(OCC)cc2c1=O	2%	-5%[46.1 µM]	i	22%[38.3 µM]	1%	?	3%	-0.8%
COc1ccccc1N1CCN(C(CNS(=O)(=O)c2cc(F)ccc2F)c2cccnc2)CC1 (stereo unspecified)	2%	-5%	-5%	7%	21%	?	-13%	0.0%
CCC(C)N1CC(C(=O)O)CC1=O (stereo unspecified)	18%	4%[46.1 µM]	-5%	38%[activator][38.3 µM]	10%	3%	-2%	0.8%
O=C(NNC1CC(=O)N(c2ccc(Cl)cc2)C1=O)c1ccco1 (stereo unspecified)	-1%	14%	i	0%	-1%	1%	3%	-0.3%
O=c1[nH][nH]c(=O)c2cc([N+](=O)[O-])ccc12	/	/	6%	5%	-11%	/	-36%	/
Cc1cc(=O)oc2c(O)c(O)ccc12	-5%	/	i	30%	-15%	2.2µM*	-16%	-2.6%
O=c1c2ccccc2nc(N/N=C/c2ccccc2)n1O	?	-12%[46.1 µM]	i	-1%[38.3 µM]	-6%	-8%	25%	-1.2%
COc1ccccc1N1CCN(Cc2nnnn2CCc2ccccc2)CC1	1%	0%[46.1 µM]	-14%	15%[38.3 µM]	-8%	-4%	-9%	0.9%
Cc1ccc(N2C(=O)NC3(CCCCC3)C2=O)cc1	-1%	-9%[46.1 µM]	-8%	1%[38.3 µM]	-4%	3%	14%	1.5%
OCCN1CCN(Cc2cccc(Oc3ccc(Cl)cc3)c2)CC1	-6%	18%[46.1 µM]	-5%	12%[38.3 µM]	-2%	-7%	-15%	0.0%
Cc1oc2c(CN(C)C)c(O)ccc2c(=O)c1-c1ccc2ccccc2n1	3%	-8%[46.1 µM]	-6%	-6%[38.3 µM]	5%	-7%	-9%	-1.1%
Cc1cc(=O)[nH]c(N=N/C(=N/Nc2ccc(O)cc2)c2ccccc2)n1	7.9µM*	-36%[46.1 µM]	-2%	121%[activator][38.3 µM]	-52%	3%	-55%[inhibitor]	8.9%
COC1(NS(=O)(=O)c2ccc(Br)cc2)C(C)=CC(=O)C=C1C	-2%	16%	-10%	-11%	5%	2%	-16%	8.1%
CCN(CC(=O)NCCc1ccc(S(N)(=O)=O)cc1)Cc1nc2ccccc2c(=O)[nH]1	4%	-3%[46.1 µM]	i	-1%[38.3 µM]	4%	2%	6%	-1.6%
CCOC(=O)c1cc(NC(=O)Nc2cc(C)ccn2)c(C)nc1C	-3%	-7%	-5%	-3%	7%	1%	7%	?
CCC(C)NS(=O)(=O)c1ccc(OCC(=O)Nc2ccc(F)cc2F)cc1 (stereo unspecified)	-1%	-14%[46.1 µM]	-4%	5%	0%	3%	-41%[inhibitor]	0.0%
O=C(c1ccccc1)c1cc(F)c(N2CCOCC2)cc1Cl	-1%	-18%[46.1 µM]	i	11%[38.3 µM]	3%	?	-10%	-1.2%
CC(C)CC(C(=O)NCc1ccccn1)N1C(=O)c2ccccc2C1=O (stereo unspecified)	-1%	-5%[46.1 µM]	-5%	5%[38.3 µM]	-3%	-4%	2%	-0.4%
O=C(CNS(=O)(=O)c1cccs1)NCc1ccc(F)cc1	5%	6%	i	-7%	4%	-7%	5%	14%
COc1ccccc1-c1nc(SCc2ccccn2)n[nH]1	1%	-2%[46.1 µM]	12%	-13%[38.3 µM]	3%	0%	27%	-1.8%
Nc1nonc1-c1noc(CCCOc2ccc(Cl)cc2Cl)n1	1%	?	i	31%[activator][38.3 µM]	-1%	5%	29%	-2.9%
O=C(CN1C(=O)c2ccccc2C1=O)Nc1ccccc1N1CCOCC1	/	-4%	-4%	/	12%	-12%	/	0.0%
SMILES	KinaseGlo FLuc	NPSR antag	RECQ1 inh	IMPase Li inh	RGS12 GoLoco inh	KDM4E inh	SMN2 splice enh	Epigenetic derep
COC(CNC(=O)C1CCCN1C(=O)OCc1ccccc1)OC (stereo unspecified)	-2%	25%	i	1%	-8%	0%	-3%	2.4%
Cc1cc(N)n(-c2ccccc2)n1	-5%	13%[46.1 µM]	-5%	5%[38.3 µM]	6%	0%	0%	-1.1%
COc1ccccc1N1CCN(S(=O)(=O)c2cccs2)CC1	-3%	-10%[46.1 µM]	-9%	16%[38.3 µM]	-2%	-3%	5%	1.9%
COc1cccc(C(C(=O)NC2CCCC2)N(Cc2ccco2)C(=O)c2ccco2)c1OC (stereo unspecified)	1%	?	-5%	11%	2%	-5%	2%	0.0%
Cc1ccc(-n2c(C)nnc2SCC(=O)Nc2ccccc2)cc1	0%	-9%[46.1 µM]	-5%	1%	8%	2%	3%	-1.2%
Cc1ccc(-c2[nH]nc3c2C(c2ccsc2)C(C#N)=C(N)O3)cc1 (stereo unspecified)	-4%	-22%[46.1 µM]	-1%	-1%[38.3 µM]	4%	-2%	2%	2.9%
CN1c2cccc3cccc(c23)N(C)C1(C)C	-6%	-21%[46.1 µM]	-17%	1%[38.3 µM]	-26%	?	-12%	-0.5%
Cc1ccc(Cl)cc1NC(=O)CC1NCCNC1=O (stereo unspecified)	-5%	-6%[46.1 µM]	0%	1%	3%	2%	12%	-1.1%
CCO[C@@H]1OC(C(N)=O)=C[C@H](c2cn(C(C)=O)c3ccccc23)[C@H]1CCCO	/	-10%	-7%	2%	-1%	8%	/	-2.0%
COc1ccc(/C=N/N=C2/NC(=O)C(CC(=O)O)S2)cc1OCc1ccc(Cl)cc1 (stereo unspecified)	3%	9%	-4%	14%	6%	-3%	13%	1.0%
CS(=O)(=O)NCCOc1ccc(S(=O)(=O)N2CCCc3ccccc32)cc1	5%	-11%[46.1 µM]	-2%	25%[38.3 µM]	9%	1%	-2%	0.0%
Cc1cc(=O)[nH]c(S/C=C/c2ccccc2)n1	?	-1%[46.1 µM]	-7%	13%[38.3 µM]	7%	0%	11µM*	-1.1%
CC(=O)N1CC[C@@H]2CC(=O)C[C@@H](C)[C@@H]21	1%[39.9 µM]	/	-7%[126 µM]	0%	-32%[136 µM]	/	/	6.2%[96.6 µM]
O=C1NN(c2ccccc2)C(=O)/C1=C\c1cccn1-c1ccc(Cl)c([N+](=O)[O-])c1	-7%	-6%[46.1 µM]	-20%	30%[activator][38.3 µM]	5%	0%	17%	-3.9%
Cc1cccc(CNc2ncnc3ccc(-c4ccccc4CN(C)C)cc23)c1	-3%	/	-2%	30%[activator]	3%	?	-25%	-2.5%
CCCNC(=O)C(CC)NS(=O)(=O)c1ccc(OC)cc1 (stereo unspecified)	-8%	5%[46.1 µM]	i	-1%[38.3 µM]	-5%	4%	4%	-0.9%
O=C(Cc1ccccc1)NC(=S)Nc1ccc(N2CCCCC2)cc1	-1%	-50%	-11%	9%	14%	2%	1%	-0.9%
CC(=O)Nc1ccc(S(=O)(=O)N2CCSC2c2ccc(Cl)cc2)cc1 (stereo unspecified)	-3%	-13%[46.1 µM]	-6%	6%[38.3 µM]	3%	2%	-46%[inhibitor]	-6.3%
CCCN1C(=O)/C(=C/c2ccc(C)o2)SC1=Nc1ccc(OCC)cc1	-3%	-13%[46.1 µM]	1%	7%[38.3 µM]	-9%	-16%	-25%	0.1%
O=C(C1=C[C@@H](C2CC2)C[C@@H](OCc2ccc(CO)cc2)O1)N1CCN(Cc2ccccc2)CC1	/	43%	-10%	6%	12%	-5%	/	-2.6%
CC(C)CCN1CC(C(=O)NCc2ccc(F)cc2)CC1=O (stereo unspecified)	5%	-5%[46.1 µM]	7%	23%[38.3 µM]	-3%	6%	/	0.0%
O=C(O)CCC(=O)N1CCC(n2nnc3cc(C(F)(F)F)ccc32)CC1	/	2%	i	/	-1%	2%	/	-1.9%
CCc1c(C)nc(SCC(=O)N2C(C)CCCC2C)[nH]c1=O (stereo unspecified)	0%	16%	i	4%	10%	4%	?	0.9%
O=C(CCCC(=O)OCC(=O)c1cccs1)Nc1ccc(F)cc1	0%	-2%	i	3%	16%	-18%	8%	-0.7%
CCOC(=O)c1ccc(NC(=O)c2ccc(NC(=O)c3ccccc3)cc2)cc1	-2%	-5%[46.1 µM]	-12%	6%[38.3 µM]	10%	0%	?	1.0%
SMILES	KinaseGlo FLuc	NPSR antag	RECQ1 inh	IMPase Li inh	RGS12 GoLoco inh	KDM4E inh	SMN2 splice enh	Epigenetic derep
O=C(C[n+]1cccc(CNC(=O)c2ccc(OC(F)F)cc2)c1)Nc1ccccc1Cl	3%	11%	-5%	6%	4%	-7%	1%	-1.0%
CCC(CC)NC(=O)COC(=O)c1ccc(OCc2ccc(C(C)=O)cc2OC)c(OC)c1	2%	-5%	2%	3%	-8%	6%	2%	-3.7%
Cc1cccc(C)c1NC(=O)NC1CC2CCC(C1)N2Cc1cccs1 (stereo unspecified)	2%	-19%[46.1 µM]	11%	38%[activator][38.3 µM]	-11%	5%	?	1.2%
O=C(CP(=O)(c1ccccc1)c1ccccc1)N/N=C/c1cc(Br)cc(Br)c1O	2%	-23%	-10%	0%	6%	?	-77%[inhibitor]	0.0%
CC(C)C12CN3CC(C(C)C)(CN(C1)C3(C)C)C2=O	-1%	-17%	-8%	14%	3%	2%	/	5.4%
CC(=O)COc1ccc2c(-c3ccccc3)cc(=O)oc2c1	1%	5%	-1%	8%	10%	-29%	6%	-1.8%
CCOc1ccccc1C1C(C(=O)OC)=C(N)OC2=C1C(=O)CCC2 (stereo unspecified)	-3%	-13%[46.1 µM]	-18%	-8%[38.3 µM]	9%	4%	-10%	-2.7%
Cc1ccc(CN(c2ccc(C(=O)NCc3ccccn3)cc2)S(C)(=O)=O)cc1	-1%	-12%[46.1 µM]	-8%	25%[38.3 µM]	11%	1%	2%	-0.8%

These rows are one share of the data; the hit share may differ from the screen's.
